Rpn11 inh: inhibitors of human proteasome Rpn11. 360,000 tested, 0.59% active. human 26S proteasome, Ub4-pepOG fluorescence polarization; 20S core pre-blocked with epoxomicin. calls only at 20 µM. AID 588493. O00487;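 active means inhibition at 20 µM, scaled to each plate's controls, above about 33%, limit read from the data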
SUMO1 PPI mod: SUMO1-SIM interaction modulation; AID 602429; 360,000 tested, 0.33% active; SUMO1 binding to a labelled peptide, TR-FRET, 1 h; inhibition, % at 20 µM; in the data active means inhibition above about 37%
Target sequence (P63165 whole entry, looked up): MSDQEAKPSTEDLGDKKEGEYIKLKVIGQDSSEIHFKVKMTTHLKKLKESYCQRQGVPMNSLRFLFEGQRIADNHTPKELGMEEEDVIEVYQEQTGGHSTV
NRP1-CendR mod: modulators of CendR peptide binding to human neuropilin-1; O14786; FAM-RPARPAR peptide binding to NRP-1, fluorescence polarization; inhibition, % at 25 µM; 360,000 tested, 0.85% active; AID 602438;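 active means inhibition or corrected inhibition above about 18%, plus a signal ratio from 0.5 to 1.5, limit read from the data, passing the limit was not always enough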; further: strong numbers were not always called active
Target sequence (O14786 whole entry, looked up): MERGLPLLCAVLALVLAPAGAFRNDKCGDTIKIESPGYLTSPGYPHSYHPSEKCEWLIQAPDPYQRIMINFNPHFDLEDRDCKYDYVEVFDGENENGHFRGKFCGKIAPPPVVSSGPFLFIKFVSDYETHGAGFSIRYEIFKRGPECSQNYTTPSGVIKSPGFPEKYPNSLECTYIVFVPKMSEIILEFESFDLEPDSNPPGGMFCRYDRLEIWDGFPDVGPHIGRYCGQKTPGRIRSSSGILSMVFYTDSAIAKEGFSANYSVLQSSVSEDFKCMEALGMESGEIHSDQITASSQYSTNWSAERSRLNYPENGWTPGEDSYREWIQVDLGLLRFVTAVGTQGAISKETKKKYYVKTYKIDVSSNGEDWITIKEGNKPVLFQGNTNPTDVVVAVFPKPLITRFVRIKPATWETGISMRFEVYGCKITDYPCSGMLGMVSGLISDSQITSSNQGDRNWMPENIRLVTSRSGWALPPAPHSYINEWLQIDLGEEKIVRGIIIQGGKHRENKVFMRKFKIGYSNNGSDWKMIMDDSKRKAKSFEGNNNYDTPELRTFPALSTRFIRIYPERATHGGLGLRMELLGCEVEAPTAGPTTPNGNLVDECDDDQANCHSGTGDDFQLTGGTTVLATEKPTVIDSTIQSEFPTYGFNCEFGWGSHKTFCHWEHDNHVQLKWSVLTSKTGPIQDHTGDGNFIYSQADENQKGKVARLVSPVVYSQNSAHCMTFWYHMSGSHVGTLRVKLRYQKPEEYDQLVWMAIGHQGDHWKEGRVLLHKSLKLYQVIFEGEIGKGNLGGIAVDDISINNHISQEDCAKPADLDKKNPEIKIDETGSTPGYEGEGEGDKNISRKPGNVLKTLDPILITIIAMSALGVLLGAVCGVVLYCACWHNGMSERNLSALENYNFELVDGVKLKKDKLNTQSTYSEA
DNMT1 block: inhibitors of human DNMT1. P26358. DNMT1 molecular beacon, Hinp1I cleavage, fluorescence. inhibition (reported as % activation of signal), % at 10 µM. 360,000 tested, 0.83% active. AID 588458; in the data active means inhibition above about 50%
LMPTP inh: LMPTP (human) inhibition | P24666 | recombinant LMPTP-A, OMFP fluorogenic substrate, fluorescence intensity | inhibition, % at 20 µM | 360,000 tested, 0.22% active;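 active means compounds that cut the enzyme signal by at least half of the control window in the single-dose screen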;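 further: plate controls were DMSO wells with enzyme plus substrate for no effect and substrate without enzyme for full effect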
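Test system: LMPTP-A phosphatase enzyme; input: 0.625 nM LMPTP-A final; reagent: OMFP substrate, 400 µM final; compound dosing: 20 µM single dose, 3% DMSO; incubation: 50 min dark incubation at room temperature; measured by: endpoint fluorescence intensity from OMFP dephosphorylation; measure: % inhibition relative to no-enzyme and uninhibited control wells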
NadD inh: inhibitors of Staphylococcus aureus NadD | purified NadD enzyme, colorimetric absorbance read-out | inhibition, % at 20 µM | 360,000 tested, 0.78% active | AID 602399; in the data active means inhibition above about 26%; further: some compounds past the cut are filed as inactive
MT1-MMP act inh: inhibitors of human MT1-MMP activation. HT1080 RFP-PRO-GFP cells, GFP/RFP ratio fluorescence, overnight; percent of plate control window, DMSO zero. GFP/RFP ratio change, % at 20 µM. 360,000 tested, 0.061% active. P50281;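 active means GFP/RFP ratio change of at least 30% with cell ATP level not reduced by more than half and red fluorescence within 50% of control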; further: strong numbers were not always called active
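Material: RFP-PRO-GFP reporter HT1080 cells. Dosing: single-point 20 µM compound, 1% DMSO. Controls: DMSO and RFP-L50D-GFP cell wells. Timing: cells overnight before dosing, compound overnight, 37 °C, 5% CO2. Measure: GFP/RFP fluorescence ratio.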
Scp1 inh: Scp-1 (human) phosphatase inhibition; Q9GZU7; 340,000 tested, 0.88% active; inhibition, % at 20 µM; Recombinant Scp1, phosphopeptide, malachite green phosphate absorbance;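 active means inhibition above about 50% at 20 µM, limit read from the data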;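 further: plate controls were DMSO wells with enzyme for no effect and wells lacking enzyme for full effect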
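Material: truncated SCP-1 phosphatase (76-261aa) / Buffer or medium: 50 mM Tris acetate pH 5.5, 0.005% Tween-20, 10 mM MgCl2 / Compound dosing: one concentration, 20 µM, with 1.0% DMSO / Incubation: 45 min room-temperature reaction, 5 min colour, 30 min stabiliser / Detection: colorimetric free-phosphate detection, absorbance 630 nm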
STEP inh: blocks human striatal-enriched tyrosine phosphatase. inhibition, % at 20 µM. 360,000 tested, 0.25% active. P54829. AID 588621. recombinant STEP, OMFP fluorogenic substrate, fluorescence;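 active means inhibition at 20 µM, scaled per plate between control wells, above about 37%, limit read from the data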;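 further: 0% = DMSO with enzyme and substrate and 100% = substrate only without enzyme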
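Measure: Control-normalized % inhibition with plate pattern correction | Test system: STEP phosphatase, cell-free reaction | Medium: pH 6.0 Bis-Tris with DTT and Tween 20 | Technique: Fluorescence, 480/540 nm | Times: Reaction 20 min, ambient temperature | Doses: Single compound dose of 20 µM, 1% DMSO final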
SKN-1 block: inhibitors of C. elegans SKN-1 | 360,000 tested, 0.49% active | AID 624304 | inhibition, % at 21.8 µM | C. elegans VP596 Pgst-4::GFP/RFP ratio, acrylamide-induced, 24 h;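 active means interference check ratio from 0.5 to 1.5 plus GFP to RFP signal ratio inhibition reaching or exceeding a fixed threshold, cut at about 30% in these data, passing the limit was not always enough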; further: some compounds called inactive have numbers as strong as hits
Active calls of the source: *; i = inactive; . = not tested or not shown.

Sequence of screens: Rpn11 inh, SUMO1 PPI mod, NRP1-CendR mod, DNMT1 block, LMPTP inh, NadD inh, MT1-MMP act inh, Scp1 inh, STEP inh, SKN-1 block
1. O=C(NC1CCCC1)C(c1ccc(F)cc1)N(Cc1ccccc1)C(=O)c1csnn1 (stereo not drawn)
  i, 2, -10, 1, -0.7, 2, -1, -5, 2, 8
2. c1ccc(CCN(Cc2ccccc2)C2CCN(C3CCCC3)CC2)cc1
  i, 2, 6, 0, -1.3, -8, -2, -2, -3, 3
3. CCCCn1c(N)c(N(CC(C)C)C(=O)c2ccc(N3C(=O)c4ccccc4C3=O)cc2)c(=O)[nH]c1=O
  i, -16, -11, 1, 0.3, 0, -1, 1, -3, 4
4. Cc1noc(C)c1CSc1nc2ccccc2c(=O)n1-c1ccc(F)cc1F
  i, 7, 3, -5, 3.0, -2, -4, -7, 6, 13
5. CC(C)c1ccc(S(=O)(=O)N2CCC(C(=O)N3CCN(c4cccc(Cl)c4)CC3)CC2)cc1
  i, 4, -5, -9, 8.6, 13, -3, -12, 3, 8
6. CCOc1ccccc1N(C)C(=O)c1sc2ncn(CC(=O)N3CCCCC3C)c(=O)c2c1C (stereo not drawn)
  i, 3, 1, 0, 0.1, 8, 1, -4, -1, 2
7. CCOC(=O)N1CCN(C(=O)c2ccc3oc(CCCc4ccccc4)nc3c2)CC1
  i, 0, 15, 2, 1.0, -7, 1, -7, 1, 17
8. CCc1onc(C)c1C(=O)Nc1cc(C)ccc1OC
  i, -3, 34*, 0, -0.5, -1, -2, 6, -2, -2
9. CCOc1ccc(OCC)c2sc(C)nc12
  i, 2, 12, 1, -0.2, -5, 0, -8, 1, -8
10. CC(C(=O)NCC1(c2ccccc2)CCOCC1)N1CCOCC1 (stereo not drawn)
  i, 2, -9, 0, -1.8, 0, -3, -1, -4, 2
11. COc1ccc(S(=O)(=O)Nc2ccc3oc4ncccc4c(=O)c3c2)cc1OC
  i, -16, 8, 1, 1.3, -2, 0, 3, 4, 0
12. OCCNc1nc(Nc2ccccc2Oc2ccccc2)nc(N2CCCC2)n1
  i, -1, -15, -10, 2.0, -6, 5, 5, -3, 7
13. COc1ccc(/C=N/NC(=O)c2ccc(-c3ccccc3)cc2)cc1O
  i, -2, -33, -3, -0.2, -1, 7, -5, 0, 14
14. CC1CCCCC1NC(=O)c1ccncc1 (stereo not drawn)
  i, 10, 5, 1, -1.6, 5, -7, 4, 1, 7
15. CC(C)CN(C(=O)c1cccc(S(=O)(=O)N2CCN(C)CC2)c1)C1CCS(=O)(=O)C1 (stereo not drawn)
  i, 2, -3, 1, -0.2, -2, 4, -8, 0, 13
16. COc1ccc(CN(CC(=O)NCc2ccco2)C(=O)CCC(=O)Nc2nccs2)cc1
  i, -2, 6, 3, -1.7, -2, 1, 0, -3, -30
17. CCn1c(SCC(=O)NNC(=S)Nc2ccccc2)nnc1-c1ccc(Cl)cc1
  i, 7, -4, -3, 0.1, 13, 7, -9, 1, 9
18. O=S(=O)(Nc1cccc(-c2cn3c(n2)SCC3)c1)c1cccs1
  i, 6, 10, 2, -1.0, 4, 1, 1, 0, 5
19. COc1ccc(OC2C(=O)N(Cc3ccc4c(c3)OCO4)C2c2cccs2)cc1 (stereo not drawn)
  i, 2, -4, 0, 1.5, -3, -2, -12, 1, -4
20. O=S(=O)(c1ccccc1Br)N1CCC(O)(c2cccnc2)CC1
  i, -4, 8, 2, 0.5, -8, 3, 2, 4, 7
21. CCOC(=O)C1=CN(Cc2cccc(F)c2)S(=O)(=O)N(CC)C1CCc1ccccc1 (stereo not drawn)
  i, 5, 5, 6, 1.7, 1, -4, -4, 0, 1
22. COc1ccc(-c2cc(C(F)(F)F)nc(SCCC(=O)N3CCN(C)CC3)n2)cc1
  i, 2, 11, 0, -0.6, -9, -4, -9, -2, 2
23. O=C(Cn1cnc2c(oc3ccccc32)c1=O)c1ccccc1
  i, 3, 6, 5, -1.6, -2, 7, -7, 9, 7
24. Cc1cc(C(=O)NCc2ccc(C(=O)O)o2)c(C)o1
  i, 4, -37, 78*, 0.2, -1, 5, 56*, 4, 4
25. CCOC(=O)c1cc2sccc2n1CC(=O)O
  i, -1, 0, 6, 0.8, -3, 0, 9, -3, 2
26. COc1ccc(C23CC4CC(CC(C4)C2)C3)cc1C(=O)NCCN(C)C
  i, -10, 3, 0, -6.3, -13, 1, -5, -2, 12
27. Cc1cc(NC(=O)CSc2nnc(C3CC3)n2N)c([N+](=O)[O-])cc1C
  i, -21, -4, 2, -0.2, -4, 0, -5, 1, -8
28. CCOC(=O)N1CCC(N2Cc3cccc(C(=O)N4CCN(c5cccc(Cl)c5)CC4)c3C2=O)CC1
  i, 0, 6, 1, 1.3, 2, 1, 2, 2, -1
29. COc1cccc(C(C(=O)NC2CCCC2)N2CCN(c3cc(C)nc4ccccc34)CC2)c1OC (stereo not drawn)
  ., 0, 2, ., 31, ., 0, ., ., 5
30. CCN(CC)C1CC(=O)N(c2ccc(Br)cc2)C1=O (stereo not drawn)
  i, -2, -3, -3, -0.7, 5, -2, -7, 2, 12

DNMT1 block, entries above that show a hit
no.	canonical_smiles	Rpn11 inh	SUMO1 PPI mod	NRP1-CendR mod	DNMT1 block	LMPTP inh	NadD inh	MT1-MMP act inh	Scp1 inh	SKN-1 block
24	Cc1cc(C(=O)NCc2ccc(C(=O)O)o2)c(C)o1	i	4	-37	78*	0.2	-1	5	56*	4

New compounds follow.
Sequence of screens: Rpn11 inh, SUMO1 PPI mod, NRP1-CendR mod, DNMT1 block, LMPTP inh, NadD inh, MT1-MMP act inh, Scp1 inh, STEP inh, SKN-1 block
31. CC(C)(C)c1ccc(C(=O)NC(=S)Nc2nc3c(s2)CCCC3)cc1
  i, 1, 1, -1, 1.8, 13, 3, 14, 2, -8
32. CC(C)(C)Nc1ncnc2sc(-c3ccccc3)cc12
  i, -2, 20, 0, 1.2, 2, -3, 6, 1, -12
33. CC(=O)Nc1ccc(S(=O)(=O)N2CCC(C(=O)NCCc3c[nH]c4ccccc34)CC2)cc1
  i, 0, -2, -2, -0.5, -4, 5, -13, 2, 11
34. COc1cc(C(=O)Nc2ccc(S(=O)(=O)Nc3nccc(C)n3)cc2)c([N+](=O)[O-])cc1OC
  i, -13, 3, -1, -0.8, 2, -8, -2, -3, 12
35. Cc1ccc(NC(=S)N=Nc2c(O)n(C)c3ccc(S(=O)(=O)N4CCOCC4)cc23)cc1C
  i, -4, 8, -7, 1.5, 31*, 20, 13, 5, 4
36. [N-]=[N+]=N[C@@H](CCN1CC[C@H](O)CCC1=O)c1ccccc1
  i, 12, -1, 1, -0.6, -1, -1, -10, -4, 1
37. COc1cc(OC)cc(OC(=O)C2CCN(C(=O)c3ccc(Cl)cc3)CC2)c1
  i, 0, 7, -1, 1.5, -3, 4, -5, 0, 15
38. O=C(N/N=C1/CC2C=CCC12)c1cccs1 (stereo not drawn)
  i, 5, -1, 1, -0.7, 0, 0, -7, 0, 5
39. CCOC(=O)C1=C(CSCc2ccccc2)NC(=O)NC1c1cc(C)ccc1C (stereo not drawn)
  i, 2, 2, -10, 0.5, -3, -10, -6, 7, 5
40. CCOc1ccc(S(=O)(=O)Nc2cc(S(=O)(=O)N3CCOCC3)ccc2OC)cc1
  i, 0, 4, -1, 0.1, -5, 1, -10, 4, 7
41. NC(=O)CSc1nnc(-c2ccc(S(=O)(=O)N3CCOCC3)cc2)n1CC1CCCO1 (stereo not drawn)
  i, -4, 0, 5, -1.3, -2, -5, -5, 0, -5
42. O=C(Nc1ccc(N2CCOCC2)cc1)c1csc([C@@H]2O[C@H](CO)[C@H](O)[C@H](O)[C@H]2O)n1
  i, -7, 8, 3, 1.8, -3, 3, ., -2, 18
43. Cc1ccccc1C(=O)N1CCC(C(=O)Nc2ccc(S(=O)(=O)N3CCCCC3)cc2)CC1
  i, 2, -6, -2, -0.9, -2, 0, 2, 0, -5
44. CCN=C1SC(CC(=O)Nc2sc3c(c2C#N)CCCC3)C(=O)N1CC (stereo not drawn)
  i, 4, 9, 1, -0.8, 8, -1, 3, 2, -3
45. CCOc1ccc(-n2c(SCC(N)=O)nnc2-c2ccco2)cc1
  i, 3, 14, 1, 0.2, -1, -2, -12, -3, 10
46. C[C@H](CO)N1C[C@H](C)[C@@H](CN(C)Cc2ccc(O)cc2)OCc2cnnn2CCCC1=O
  i, -1, -8, 0, -1.8, 4, -1, ., 0, 10
47. CC1SC(c2ccccc2Cl)NC1=O (stereo not drawn)
  i, -1, 15, 0, -1.3, -1, 2, 3, 4, 3
48. COCCOC(=O)C1=C(C)Nc2ncnn2C1c1ccc(F)cc1 (stereo not drawn)
  i, -2, 3, 4, -1.4, -2, 0, -4, -4, -19
49. Cc1ccccc1NC1=C(Cl)C(=O)OC1OC(=O)c1ccco1 (stereo not drawn)
  i, 4, 12, 2, 0.5, 3, 2, -5, -2, 6
50. Clc1ccccc1CSc1nncn1NC/C=C/c1ccccc1
  i, -3, -10, -9, 0.4, -1, 1, 7, -4, 0

An excerpt from above in order of their number in NadD inh, lowest first.
no. | smiles | NadD inh
40 | CCOc1ccc(S(=O)(=O)Nc2cc(S(=O)(=O)N3CCOCC3)ccc2OC)cc1 | -5
39 | CCOC(=O)C1=C(CSCc2ccccc2)NC(=O)NC1c1cc(C)ccc1C (stereo not drawn) | -3
36 | [N-]=[N+]=N[C@@H](CCN1CC[C@H](O)CCC1=O)c1ccccc1 | -1
38 | O=C(N/N=C1/CC2C=CCC12)c1cccs1 (stereo not drawn) | 0
34 | COc1cc(C(=O)Nc2ccc(S(=O)(=O)Nc3nccc(C)n3)cc2)c([N+](=O)[O-])cc1OC | 2
49 | Cc1ccccc1NC1=C(Cl)C(=O)OC1OC(=O)c1ccco1 (stereo not drawn) | 3

Copied from the list:
Result for compound 45 under MT1-MMP act inh: -2
Result for compound 36 under SKN-1 block: 1
